Screening results: PubChem BioAssay, National Center for Advancing Translational Sciences (NCATS)
PI5P4Ka inh = inhibitors of human PI5P4K alpha | P48426 | PI5P4Kalpha enzyme, ADP-Glo luminescence, 60 min; hits give low values | max response, % | actives 1.2% (n = 330,000) | AID 652105; active means max response of -50% or lower; inconclusive means between -30% and -50%; inactive means -30% or higher; further: value at the top dose of about 77 µM; on the % scale 0 is the no-effect control and ±100 the full control effect
Target sequence (P48426 whole entry, looked up): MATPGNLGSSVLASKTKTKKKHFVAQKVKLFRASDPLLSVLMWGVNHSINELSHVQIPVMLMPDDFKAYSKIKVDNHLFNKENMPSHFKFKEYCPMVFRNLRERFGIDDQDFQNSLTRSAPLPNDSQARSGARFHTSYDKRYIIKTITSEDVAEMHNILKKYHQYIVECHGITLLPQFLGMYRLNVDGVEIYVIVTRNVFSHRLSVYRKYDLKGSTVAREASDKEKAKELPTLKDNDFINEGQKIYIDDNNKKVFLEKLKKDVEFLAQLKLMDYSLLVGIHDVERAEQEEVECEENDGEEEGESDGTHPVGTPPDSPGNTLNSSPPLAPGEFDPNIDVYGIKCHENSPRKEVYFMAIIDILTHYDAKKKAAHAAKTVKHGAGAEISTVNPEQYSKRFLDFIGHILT
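Luminescence from ADP-Glo served as readout of PI5P4Kalpha activity in a qHTS format. Reaction: enzyme, substrate, compound, ATP at 5 microM final, 60 min at RT.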
GLP1R inv ag = inverse agonists of human GLP-1 receptor; HEK293 GLP-1R CRE-luciferase, luminescence, 24 h; GLP-1R form is constitutively active; Potency, µM (top dose mostly 38.3 µM), without a hit: top-dose activity change, negative = inhibition, hits mostly inhibitors; actives 1.6% (n = 410,000); AID 624417; further: potency means the concentration at half of the fitted maximal effect; on the % scale 0 is the no-effect control and ±100 the full control effect; nearly all actives have a fitted effect of over 55% in size
Target sequence (P43220 whole entry, looked up): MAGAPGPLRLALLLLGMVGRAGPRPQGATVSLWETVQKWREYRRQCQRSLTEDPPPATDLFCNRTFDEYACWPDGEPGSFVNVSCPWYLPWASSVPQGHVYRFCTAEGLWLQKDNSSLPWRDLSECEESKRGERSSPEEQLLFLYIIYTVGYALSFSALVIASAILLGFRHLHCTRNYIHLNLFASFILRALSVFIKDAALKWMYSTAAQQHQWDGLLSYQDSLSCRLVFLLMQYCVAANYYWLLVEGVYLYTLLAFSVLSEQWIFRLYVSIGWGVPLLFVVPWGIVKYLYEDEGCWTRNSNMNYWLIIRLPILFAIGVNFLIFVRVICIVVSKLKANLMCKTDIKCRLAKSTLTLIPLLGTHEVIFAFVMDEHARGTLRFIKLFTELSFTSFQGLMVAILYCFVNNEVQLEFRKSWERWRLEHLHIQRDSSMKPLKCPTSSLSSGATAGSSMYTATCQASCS
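HEK293 cells stably co-expressing constitutively active GLP-1R and a cAMP-responsive luciferase reporter were seeded in DMEM with 10% Nu serum, given compounds after 12 h, and incubated 24 h at 37 deg C. Luminescence was then read.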
GLP1R ag = GLP-1 receptor (human) agonism | HEK293 GLP-1R CRE-luciferase, luminescence, 4-6 h; cells express a hypersensitive GLP-1R form | Potency, µM (series often up to 45.6 µM), without a hit: at the top dose activation, most hits filed as activators | actives 0.007% (n = 380,000) | AID 624172; further: potency means the concentration at half of the fitted maximal effect; % of control where 0% means no effect
PLK1 PBD block = PLK1 (human) polo-box domain binding inhibition; P53350; Plk1 PBD binding of FITC phosphopeptide, fluorescence polarization; Potency, µM, for inactives: max response, negative = inhibition, actives largely listed as inhibitors; actives 2.8% (n = 360,000); AID 720504; further: potency means the concentration at half of the fitted maximal effect; series mostly up to about 57 µM; on the % scale 0 is the no-effect control and ±100 the full control effect; nearly all actives have a fitted effect of over 65% in size
IL-2 act = IL-2 activation; IL-2 activation reporter assay, cell-based qHTS; stimulated with anti-CD3/CD4/CD28 beads; in transgenic mouse T cells; activation, % (series mostly up to about 46 µM); actives 0.065% (n = 360,000); AID 652025; in the data active means activation above about 50%; inconclusive means mostly about 30% to 49%; further: 0% is about no effect
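Unstimulated transgenic mouse T cells; 60-min compound exposure; bead-based TCR/CD4/CD28 stimulation; 18 h culture, 37 degrees C; dual fluorescence (EGFP, DsRed) plate cytometry.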
EPAC1 antag = EPAC1 (human) antagonism; O95398; EPAC1 GEF assay, Rap1b-BODIPY-GDP exchange fluorescence; Potency, µM (doses to about 115 µM), without a hit: at the highest dose activity change, negative = inhibition, usual class: inhibitors; actives 0.14% (n = 360,000); AID 720709;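 further: potency means the concentration at half of the fitted maximal effect; plate controls were vehicle for no effect and positive control for full effect; nearly all actives have a fitted effect of over 50% in size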
HEK293 tox = cytotoxicity in counter-screen for GLP-1R inverse agonists; HEK293 cAMP-luciferase reporter cells, luminescence, 24 h; actives 0.13% (n = 410,000); AID 624418; Potency, µM (doses to about 38.3 µM), for inactives: at the highest dose activity change, negative = inhibition, actives largely listed as inhibitors;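 further: loss of luciferase light is scored as toxicity; potency means the concentration at half of the fitted maximal effect; on the % scale 0 is the no-effect control and ±100 the full control effect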
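Luminescence readout: signal drop marks cytotoxicity. Plated cells grew 12 h at 37 °C, 5% CO2, received 23 nL compound for 24 h, then got luciferase reagent, read after 12 min at RT.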
EPAC1 ag = activates human EPAC1 exchange factor; Potency, µM (highest dose often 154 µM), without a hit: at the top dose activation, actives largely listed as activators; actives 0.073% (n = 360,000); EPAC1 agonist qHTS, biochemical assay; response scale: 100% = response to 6.5 mM cAMP; AID 720707; further: potency means the concentration at half of the fitted maximal effect; nearly all actives have a fitted effect of over 60% in size
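Read-out is the fluorescence drop as BODIPY-GDP leaves Rap1B (480 nm excitation, 540 nm emission), recorded every 5 minutes over 30 minutes. Reactions held 100 nM EPAC1, 250 nM Rap1B–BODIPY-GDP and 50 uM GDP, with 6.5 mM cAMP setting full activation.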
PTHR1 agonist = activates the human parathyroid hormone receptor PTHR1. actives 0.075% (n = 410,000). Q03431. AID 743266. Potency, µM (top dose mostly 115 µM), for inactives: top-dose activation, most hits filed as activators. HEK293 GP2 PTHR1 cells, GloSensor cAMP luminescence, 1 h; further: potency means the concentration at half of the fitted maximal effect; nearly all actives have a fitted effect of over 55% in size; some results filed as inactive show a strong effect at the top dose; inactives centre near -15; many of its hits are not listed in these tables
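HEK-293-derived GP2 cells expressing PTHR1 and a GloSensor cAMP reporter, 3,000/well, plated overnight, given luciferin plus IBMX (each 0.5 mM as added) for 1 h at 37 °C, then compound for 1 h at 37 °C. Luminescence was read after 15 min at room temperature.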
Active calls of the source: *; i = inactive; ? = inconclusive; . = no result given; [ ] = dose if it differs, or a comment. Unless noted, the call rests on the fitted dose curve; in most records, active means well fitted curve in the direction sought with a large enough effect; inconclusive means small, poorly fitted or top-dose-only effect, or another doubt; inactive means no such curve, though single readings can be large; an effect the other way counts as inactive or inconclusive. Only part of the results is shown; the hit share may differ from the screen's.

Every second line gives: PI5P4Ka inh	GLP1R inv ag	GLP1R ag	PLK1 PBD block	IL-2 act	EPAC1 antag	HEK293 tox	EPAC1 ag	PTHR1 agonist
- CC(C)CNC(=O)C(=O)Nc1ccc(N(C)C)cc1
 : -2	13%	-1%	4%	0.3	8%	6%	8%	-6%
- Cc1c(Cl)cnc(NC(=O)COC(=O)C2CC3CCCC(C2)C3=O)c1Cl (stereo not drawn)
 : -19	3%	2%	-8%	-0.7	-1%	5%	-1%	i
- O=C(NCc1cccnc1)c1cc(C2CCCCN2C(=O)c2cccs2)on1 (stereo not drawn)
 : 6	32%[activator]	8%	-4%	-0.3	0%	-1%	1%	-11%
- O=C(CCOc1ccccc1)NCC(c1ccco1)N1CCCCC1 (stereo not drawn)
 : .	0%	-6%	-7%	-1.3	4%	-7%	3%	-9%[57.5 µM]
- CN(C)CCCN(C(=O)c1ccc(S(=O)(=O)N2CCc3ccccc32)cc1)c1nc2c(Cl)cccc2s1
 : 1	?	4%	-19%	-5.2	-16%	?	7%	-10%
- CCc1ccc(NC(=O)CSc2nnc(-c3n[nH]c4ccccc34)n2-c2ccccc2)cc1
 : -6	4%	-11%	-6%	-0.7	-13%	3%	10%	-10%
- CCOc1ccc(-c2nc3n(c(=O)c2C#N)CCS3)cc1
 : 0	28%	6%	-10%	1.0	-12%	-9%	16%	-4%
- Cc1cccc(N(CC(=O)NC2CCCC2)C(=O)CS(=O)CC(=O)Nc2ccc3c(c2)OCO3)c1 (stereo not drawn)
 : .	0%	-8%	-7%	-0.8	-3%	?	2%	i
- CSc1nsc(SCC(=O)Nc2ccc(F)cc2F)n1
 : 3	3%	16%	-1%	-4.0	8%	3%	-6%	-11%
- O=C(Nc1nc(-c2ccccc2)c(-c2ccccc2)s1)c1ccc(S(=O)(=O)N2CCCCC2)cc1
 : 1	11%	-15%	1%	0.2	9%	2%[1.53 µM]	12%	i
- Clc1cccc(Cl)c1CNCCCSc1ncccn1
 : -1	-16%	10%	-9%	-0.5	-4%	9%	15%	i
- COc1ccc(C(=O)N2CCC(n3nccc3NC(=O)C3CCOC3)CC2)cc1 (stereo not drawn)
 : -2	5%	-5%	2%	-2.9	8%	19%	7%	-26%
- CCc1ccc(C(=O)NNC(=O)c2cc(S(=O)(=O)N(C)C)ccc2N2CCCC2)cc1
 : -6	26%	0%	-3%	-1.9	7%	17%	-3%	-18%
- CC(C)(C)Cc1nc2ccccc2n1CCc1ccccc1
 : 2	5µM*	5%	0%	-1.6	-2%	-4%	-3%	-30%
- O=C(NC1CC1)c1nc(Cn2ccc([N+](=O)[O-])n2)no1
 : -2	6%	6%	-3%	0.1	-19%	0%	-3%	-21%
- COc1ccc(-c2cc(C3CCN(c4cc(Cl)nc(N)n4)CC3)[nH]n2)cc1
 : .	-5%	0%	-12%	-2.2	-7%	-19%	15%	-33%[inhibitor]
- Cc1cc(C(=O)c2ccccc2)nc2ccccc12
 : 10	?	26%	1%	-2.2	14%	-9%	8%	-15%
- CCOc1ccc(NC(=O)CN(C)C(=O)c2cccnc2SC)cc1OCC
 : -1	15%	11%	-5%	-0.4	13%	0%	-3%	-15%
- CCCc1nnc(SCC(=O)Nc2nc(C)cs2)n1CCOC
 : 16	-6%	17%	-13%	1.9	20%	-7%	6%	i
- Cc1cc(-c2cc(-c3ccccc3)on2)nc(NCC2CC2)n1
 : 6	3%	13%	-6%	0.0	-27%	-26%	12%	?
- CCSc1nnc(NC(=O)C2CC(=O)N(Cc3ccc(C)cc3)C2)s1 (stereo not drawn)
 : -9	-8%	-1%	0%	1.5	-16%	-5%	4%	-5%
- O=C(Nc1ccccc1Cl)c1ccc(=O)[nH]n1
 : -1	73%[activator]	14%	-8%	-3.1	-3%	-2%	13%	i
- CN(C)/C(Cn1cncn1)=C1/N=C(c2c(F)cccc2F)OC1=O
 : -6	14%	4%	0%	-2.7	-19%	3%	-9%	-5%
- C/C(CC(C)(C)C1CCCCC1)=N\NC(N)=S
 : .	?	-1%	-12%	-3.9	6%	-39%	5%	16%[57.5 µM]
- O=c1[nH]c2cc3c(cc2cc1CN(Cc1cccnc1)C(=S)NCc1ccco1)OCO3
 : 8	3%	11%	-15%	-0.1	-2%	-4%	11%	i
- O=C(c1ccc(SCc2cccc(Br)c2)c([N+](=O)[O-])c1)N1CCN(c2ccccn2)CC1
 : 8	?	6%	-1%	3.3	8%	8%	9%	i
- COc1ccc(S(=O)(=O)Nc2ccccn2)cc1C(=O)Nc1ccccc1
 : -8	13%	-11%	-2%	-2.5	-4%	8%	-2%	i
- Cc1cc(S(=O)(=O)NCc2ccccc2)ccc1OCC(=O)Nc1cccc([N+](=O)[O-])c1
 : 1	-1%	-3%	7%	0.7	13%	6%[1.53 µM]	6%	-39%[inhibitor]
- COc1ccc(OC)c(NC(=O)CCN2C(=O)c3ccccc3C2=O)c1
 : 0	6%	3%	4%	0.0	-21%	-21%	-1%	-8%
- c1ccc(-n2c(SCC3CCCCO3)nnc2-c2cnccn2)cc1 (stereo not drawn)
 : -3	5%	-6%	-1%	-0.1	-5%	-14%	-7%	i
- Cc1ccc(C)c(OCC(=O)NCCNC(=O)COc2cc(C)ccc2C)c1
 : .	-4%	1%	-6%	-1.9	2%	1%	8%	i
- Cc1ccccc1OC1C(=O)N(Cc2ccc3c(c2)OCO3)C1c1sccc1C (stereo not drawn)
 : .	0%	-7%	-7%	-2.7	-16%	3%	16%	-12%
- NC(=O)c1ccccc1N=Cc1cccnc1
 : -2	16%	2%	0%	-0.5	18%	5%	5%	i
- Cc1sc2ncnc(SCC#N)c2c1C
 : .	42%[activator]	2%	-6%	-1.6	2%	4%	-1%	i
- O=C(NC1=NCCS1)C1CCN(S(=O)(=O)c2ccc(Cl)cc2)CC1
 : 5	11%	-7%	1%	0.1	-13%	2%	-2%	i
- O=C1C(=O)N(CCN2CCOCC2)C(c2ccncc2)/C1=C(/O)c1ccc2c(c1)OCO2 (stereo not drawn)
 : 3	-1%	3%	?	-0.5	-7%	9%	0%	i
- Cc1ccc(C)c(NC(=O)C2C3CCCC2C3c2ccccc2)c1 (stereo not drawn)
 : -1	?	-7%	-11%	-1.4	13%	3%	8%	-8%[57.5 µM]
- Cc1ccc(CNc2ccc(Cl)cc2[N+](=O)[O-])cc1
 : 14	13%	2%	-1%	-0.3	-18%	-7%	-2%	-19%
- Cc1cc(-c2n[nH]c(=S)n2/N=C/c2cc([N+](=O)[O-])ccc2Cl)n[nH]1
 : -27	22%	2%	-14%	2.0	-10%	8%	2%	-14%
- COc1ccc(NC(=O)CN(c2c(C)cccc2C)S(C)(=O)=O)cc1
 : 2	-14%	2%	-1%	-0.4	-7%	3%	-1%	-25%
- CCn1cc(S(=O)(=O)Nc2ccc(C)c(Cl)c2)cn1
 : -2	5%	1%	8%	2.8	18%	-3%	1%	i
- CCn1c(NCc2ccco2)nc2c1c(=O)n(C)c(=O)n2C
 : 0	4%	6%	2%	-1.0	8%	-13%	4%	i
- O=C(O)C1CCCN1S(=O)(=O)c1ccccc1 (stereo not drawn)
 : .	-4%	1%	-9%	-0.3	0%	4%	1%	-85%[inhibitor][57.5 µM]
- COCCC(=O)Nc1c(-c2ccccc2)c2cc(Br)ccc2[nH]c1=O
 : -2	14%	4%	-7%	0.4	-2%	3%	5%	-12%
- O=C1c2c(-c3ccc(Br)cc3)noc2CCN1Cc1cn(Cc2ccccc2)nn1
 : 7	-11%	.	-6%	-0.4	-9%	3%	7%	-21%
- CCC(C(=O)NCCc1ccccc1)c1ccccc1 (stereo not drawn)
 : 5	?	-5%	-1%	-0.9	-25%	5%	-6%	i
- Cc1cc2ccccn2c1C(=O)Nc1cccc(Cl)c1
 : 19	-12%	4%	-12%	-0.5	2%	-2%	12%	?
- Cc1ccc(N(CC(=O)NC2CCCC2)C(=O)CNC(=O)c2cccs2)cc1F
 : -5	0%	12%	-17%	-0.6	-9%	-3%	6%	-18%
- COC(=O)c1cc(NC(=O)COC(=O)CCc2c[nH]c3ccccc23)cc(C(=O)OC)c1
 : 1	9%	-24%	8%	-1.1	-9%	10%	2%	i
- Cc1cc(SCc2cc(=O)n3ccsc3n2)nc2ccccc12
 : -8	101%[activator]	25%	0%	-4.5	-10%	-5%	13%	-40%[inhibitor]
- CCOC(=O)N1CCN(S(=O)(=O)c2cc(OCC)ccc2OCC)CC1
 : -9	14%	4%	-6%	-2.1	-9%	8%	-16%	i
- CCOc1ccc(CN2CCC(C(=O)Nc3cccc(-c4ccn[nH]4)c3)CC2)cc1Cl
 : 4	10µM*	-1%	-17%	-1.5	-10%	?	2%	18%
- C#CCSc1nc(=O)c2cccnc2n1-c1ccc(C)cc1
 : 3	78%[activator]	27%	-16%	0.4	4%	-5%	8%	i
- CCOc1ccc(S(=O)(=O)Nc2cc(S(=O)(=O)N3CCOCC3)ccc2OC)cc1
 : 0	7%	15%	-2%	-0.8	-29%	3%	3%	-2%
- O=C(O)C1CCCN(CCC=C(c2ccccc2)c2ccccc2)C1 (stereo not drawn)
 : 0	-2%	-3%	-12%	-0.6	-2%	-1%	3%	-26%
- CCOC(=O)C(=O)N(C)c1c(CC)nc2c(OCc3cc(Cl)cc(Cl)c3)cccn12
 : 0	?	17%	-13%	-0.8	-7%	-7%	13%	-17%
